Source: PubChem
VLA-4 agonist = enhancers of LDV-FITC binding to VLA-4 integrin, primary screen, Jurkat cells, flow cytometry; 24,000 tested, under 10 active; AID 528, 2006; Integrin alpha-4 (Homo sapiens), P13612; activation, % at 10 µM (by protocol);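 active = fluorescent ligand binding to cells raised by more than 40% of the manganese-induced maximum; inconclusive = compound's own fluorescence above 85% of the ligand control signal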;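 note: 0% = ligand binding without compound and 100% = manganese-stimulated maximal binding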
Target sequence (P13612 whole entry, looked up): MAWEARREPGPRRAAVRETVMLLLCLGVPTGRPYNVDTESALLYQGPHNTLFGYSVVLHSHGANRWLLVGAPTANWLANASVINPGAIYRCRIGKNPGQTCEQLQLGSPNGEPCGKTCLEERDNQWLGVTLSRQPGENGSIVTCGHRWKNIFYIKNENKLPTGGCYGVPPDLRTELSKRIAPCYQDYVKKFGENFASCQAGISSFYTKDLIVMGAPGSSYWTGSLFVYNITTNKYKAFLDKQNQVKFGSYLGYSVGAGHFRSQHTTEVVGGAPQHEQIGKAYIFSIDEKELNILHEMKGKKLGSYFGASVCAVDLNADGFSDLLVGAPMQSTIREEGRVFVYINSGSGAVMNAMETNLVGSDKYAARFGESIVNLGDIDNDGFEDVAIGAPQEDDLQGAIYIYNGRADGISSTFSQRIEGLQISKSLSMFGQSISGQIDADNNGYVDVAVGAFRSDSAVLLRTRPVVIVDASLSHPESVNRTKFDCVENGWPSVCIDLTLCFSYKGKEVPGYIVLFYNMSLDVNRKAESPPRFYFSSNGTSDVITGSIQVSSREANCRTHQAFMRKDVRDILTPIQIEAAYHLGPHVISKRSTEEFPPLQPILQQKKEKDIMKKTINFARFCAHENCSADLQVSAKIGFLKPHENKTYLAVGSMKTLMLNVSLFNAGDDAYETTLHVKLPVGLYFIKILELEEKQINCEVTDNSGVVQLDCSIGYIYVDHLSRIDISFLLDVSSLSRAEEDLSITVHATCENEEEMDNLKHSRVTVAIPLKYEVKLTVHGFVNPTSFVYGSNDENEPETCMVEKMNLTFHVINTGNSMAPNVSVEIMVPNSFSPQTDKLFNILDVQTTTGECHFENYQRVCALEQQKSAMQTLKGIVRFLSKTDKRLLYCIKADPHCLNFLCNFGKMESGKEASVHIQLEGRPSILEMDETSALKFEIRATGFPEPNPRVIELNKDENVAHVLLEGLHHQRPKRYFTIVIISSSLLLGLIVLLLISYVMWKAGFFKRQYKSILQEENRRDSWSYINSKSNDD
VLA-4 antagonist = inhibitors of LDV-FITC binding to Mn2+-activated VLA-4, primary screen, Jurkat cells. LDV-FITC binding with Mn2+, flow cytometry; 100% = Mn2+-driven binding gain fully reversed. AID 529, 2006. inhibition, % at 10 µM (by protocol). actives 0.2% (n = 24,000);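 active = inhibition above 50%; inconclusive = compound itself fluorescent, judged against control cell fluorescence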;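 note: 0% = Mn2+ stimulated cells lacking compound and 100% = ligand binding without Mn2+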
Autofluor Jurkat = compound autofluorescence on Jurkat cells, primary screen, artefact control for VLA-4 allosteric ligand project, cell-based, flow cytometry; hits give high values; 1 = vehicle-only cell background; actives 0.61% (n = 24,000); fluorescence ratio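 (tested at 10 µM compound in the well)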;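 active = fluorescence ratio above 2.44, which is 1 plus 3 SD of all ratios; inconclusive = signal too bright to measure linearly, ratio around 10 or more; inactive = fluorescence ratio below 2.44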;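 note: green fluorescence of cells measured with 488 nm excitation and 530 nm emission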
Prostate diff = activators of LNCaP prostate cell differentiation, primary screen, flow cytometry side scatter | 4 d | AID 795, 2007 | side scatter shift, % at 10 µM | actives 0.56% (n = 24,000);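 active = side scatter shift above 30%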;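 note: androgen-responsive LNCaP prostate cancer cells in charcoal-stripped serum medium; percent of cells past a gate set so DMSO wells show 10% shift; higher shift means more granular cells and more differentiation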
Active calls of the source: *; ? = inconclusive.

SMILES	VLA-4 agonist	VLA-4 antagonist	Autofluor Jurkat	Prostate diff
CCOC(=O)C1CCCN(CCC(C)c2ccccc2)C1 (configuration not stated)	-6	-18	0.94	5
COc1ccc(Br)cc1CNC(=O)CCc1nc(-c2ccc(C)cc2)no1	-6	-4	0.99	14
O=C(c1c(F)cccc1F)N(Cc1ccccn1)C1CCCC1	14	-9	1	15
CCCCCC(=O)Nc1ccc(Cl)cn1	14	-17	0.77	1
CCOC(=O)C1CCCN(C(=O)CN2C(=O)C(CC)Oc3ccc(C)cc32)C1 (configuration not stated)	1	-1	1	8
O=C1c2ccccc2-c2ncnc3c(N4CCOCC4)cc(N4CCOCC4)c1c23	?	?	?	6
CCn1c(SCC(=O)Nc2cc(C)on2)nc2c(c1=O)SC(C)C2 (configuration not stated)	?	?	1.1	7
COc1ccc(OC)c(C2N(c3ccccn3)C(=O)C3CCCN32)c1 (configuration not stated)	-3	-11	1	10
CC(C)C[C@H]1C(=O)N2CCC[C@H]2[C@]2(O)O[C@](NC(=O)[C@@H]3C=C4c5cccc6[nH]c(Br)c(c56)CC4N(C)C3)(C(C)C)C(=O)N12 (some centres not stated)	?	?	2.2	6
O=C(CSc1oc(-c2ccc(F)cc2)nc1S(=O)(=O)c1ccc(F)cc1)NCC1CCCO1 (configuration not stated)	-2	-21	1	11
COc1cccc(C(=O)Nc2cnc(NC(=O)c3ccco3)cc2C)c1	-1	-6	1.1	7
CCOC(=O)c1c(C)c(C(=O)NCc2ccc3c(c2)OCO3)c(C)n1C	-6	12	1.1	3
CCOC(=O)CSc1nc2c(sc(=S)n2CCc2ccccc2)c(=O)n1Cc1ccco1	4	-15	1.1	4
O=S(=O)(NCc1ccccn1)c1ccc2c(c1)OCCO2	2	-8	1	8
COc1ccc(-c2cc(C(F)F)n3ncc(C(=O)NCC4CCCO4)c3n2)cc1 (configuration not stated)	-1	0	1.1	4
CCCOC(=O)Nc1sc2c(c1C(=O)OCC)CCC2	-6	5	1	2
O=C1C2ON(c3ccccc3)C(c3cccnc3)C2C(=O)N1c1ccccc1 (configuration not stated)	16	-10	1	8
CCc1ccccc1NC(=O)c1cc2sccc2n1C	-6	7	1.1	14
CCOC(=O)c1sc(NC(=O)CSc2nnc3c4ccccc4n(CC)c3n2)nc1C	0	-7	1.1	2
O=S(=O)(NC1CCCc2ccccc21)c1cnc[nH]1 (configuration not stated)	?	?	1.3	9

Carrying on:
SMILES	VLA-4 agonist	VLA-4 antagonist	Autofluor Jurkat	Prostate diff
COCCNC(=O)CC(NS(=O)(=O)c1ccc(C)cc1)c1ccco1 (configuration not stated)	-1	-1	1	13
Cc1ccccc1Cn1cnc2c(nnn2Cc2ccc(F)cc2)c1=O	9	-17	0.9	10
Cc1ccc(OC(=O)CCc2c(C)nc3ncnn3c2C)cc1	0	1	1.1	13
Cc1cccn2cc(CNC(=O)c3ccco3)nc12	5	4	1	11
CCOC(=O)Nc1ccc2ncn(C)c(=O)c2c1	-3	0	1.1	6
C=CCNC(=O)C1CC(=O)N(c2ccc(OCC(=O)Nc3ccc(OC)cc3)cc2)C1 (configuration not stated)	2	-14	1	14
O=S(=O)(Nc1ccc(Cl)c(C(F)(F)F)c1)c1cnc[nH]1	1	-2	1.1	6
O=C(CCc1nc2ccccc2[nH]1)NC1CCCCC1	3	-4	1	3
CCCn1nc(NC(=O)c2cccs2)c2cc3cc(OC)ccc3nc21	?	?	1.9	3
COC(=O)c1cccnc1-n1c(=O)c2cccnc2n(Cc2ccc(Cl)cc2)c1=O	-7	-8	1.1	8
COc1ccc(C2CC(c3ccc(Cl)cc3Cl)Nc3nc(N)nn32)cc1 (configuration not stated)	2	-4	1	8
c1ccc(CN2CCN(CCCNc3ccc4nnc(-c5ccccc5)n4n3)CC2)cc1	-3	1	1	6
CC(C)=CCCC(C)N(C=O)C(C)CCC=C(C)C (configuration not stated)	-2	6	1.1	17
CCC(C)OC(=O)C1=C(C)NC(=O)CC1c1ccccc1OC (configuration not stated)	-2	1	1	9
CC(C)C(NC(=O)c1ccco1)C(=O)NCC(c1ccco1)N1CCCCC1 (configuration not stated)	-2	-3	1.2	14
CCN(CC)c1ccc(NC(=O)CCCCCN2C(=O)c3ccccc3C2=O)cc1	-8	8	1	9
CCSCC1COC(c2cccn2Cc2ccc(C)cc2)=N1 (configuration not stated)	3	13	1	4
O=C(CSc1nc(-c2ccco2)cc(C(F)(F)F)n1)NC1CCCC1	-5	-14	1.1	4
O=C(NC1CCCC1)C1CCCN(S(=O)(=O)c2cccc3cccnc23)C1 (configuration not stated)	-2	5	1.1	3
Cc1ccc(Cn2c(=O)c3c(nc4n3CCN4Cc3ccco3)n(C)c2=O)cc1	-3	-1	1.2	5

The results go on.
SMILES	VLA-4 agonist	VLA-4 antagonist	Autofluor Jurkat	Prostate diff
O=C(NCc1ccco1)c1cc2n(n1)C(C(F)(F)F)CC(c1ccc(F)cc1)N2 (configuration not stated)	-3	4	1.1	12
COc1ccc(-n2c(Cc3cc(=O)[nH]c(=O)[nH]3)nnc2SCC(=O)NC2CCCC2)cc1	-1	-8	1	10
CC1(C)CC(=O)C(C=Nc2ccccc2C(=O)O)=C(O)C1	-5	-1	0.98	4
O=C(C1CCN(S(=O)(=O)c2cccc3cccnc23)CC1)N1CCn2c1nc1ccccc12	6	-15	1.1	6
CCOc1c(N2CCCCC2)c(=O)c1=O	3	6	0.99	5
CCOC(=O)CN1C(=O)CSc2ccccc21	3	16	1	3
S=c1[nH]nc(-c2cccc(Br)c2)o1	6	-27	1.1	9
COCCNC(=O)c1snc2ccc(Cl)cc12	6	-12	1	2
Cc1ccc(CCNC(=O)C2CCN(S(=O)(=O)N3CCC4(CC3)OCCO4)CC2)cc1	3	-27	1.1	11
COc1ccc(-c2noc(CCC(=O)NCC3CCN(Cc4cccc(C)c4)CC3)n2)cc1	4	13	0.95	17
O=C(CCN1C(=O)C2C3C=CC(C3)C2C1=O)NCCN1CCCc2ccccc21 (configuration not stated)	4	11	1	10
Nc1ncnc(Nc2ccccc2C(F)(F)F)n1	4	-2	0.94	7
Cc1c(Cl)cccc1Nc1ccccc1C(=O)O	-24	9	1.1	5
CCOC(=O)C1/C(=N\O)CC(C)(O)C(C(=O)OCC)C1c1ccc(N(C)C)cc1 (configuration not stated)	-8	5	1.2	1
CSCC[C@@H](Nc1nc(-c2ccccc2)nc2c1oc1ccccc12)C(=O)O	10	-29	1	2
Cc1cccc(-n2nnnc2SCc2csc(-c3ccccc3)n2)c1	-8	14	1.1	18
Cc1nc2nc(SCC(=O)NCc3ccco3)nn2c(C)c1Cc1ccccc1	1	-12	1.1	4
COc1cccc(NC(=O)C2C3C=CC4(O3)C2C(=O)N(C(C)C)C4C(=O)NC2CCCCC2C)c1 (configuration not stated)	0	-11	1	3
C=CCn1c(=S)[nH]c2nc3c(cc2c1=O)COC(C)(C)C3	-2	-9	1	11
Cn1nnnc1SCSc1nnnn1C	0	3	1.1	6

(list continues)
SMILES	VLA-4 agonist	VLA-4 antagonist	Autofluor Jurkat	Prostate diff
Cn1c(C(=O)N2CCN(c3ccc(Cl)cc3)CC2)cc2c(=O)n(C)c3ccccc3c21	?	?	0.8	3
Cc1cccc(-n2ccnc2SCC(=O)Nc2nccs2)c1C	0	-5	1	5
CCOc1ccccc1C(=O)N1CCN=C1SCc1cccnc1	?	?	1	14
O=C(NCC1COc2ccccc2O1)c1ccccc1 (configuration not stated)	0	-11	0.96	13
COC(=O)Cn1c(=NC(=O)CSCC(=O)Nc2cc(C)on2)sc2ccccc21	0	-10	1	4
COCCCN1C(=O)C(O)=C(C(C)=O)C1c1ccccn1 (configuration not stated)	-2	2	1	12
CC(C)(NCc1ccccc1Cl)C(=O)O	3	-12	1	6
CCOC(=O)c1cc2c(=O)n3ccccc3nc2n(CCOC)c1=NC(=O)c1ccncc1	1	9	1.1	6
COc1ccc(C2(C(=O)Nc3cc(C)on3)CCOCC2)cc1	2	0	1.1	4
Cc1cc(N2C(=O)C3C4C=CC(C4)C3C2=O)ccc1Br (configuration not stated)	5	-6	1	29
NS(=O)(=O)c1ccc(NCc2c(F)cccc2Cl)cc1	-6	-19	1	14
O=C(CN(CCc1ccccc1)C(=O)CNS(=O)(=O)c1ccccc1)NCC1CCCO1 (configuration not stated)	-2	-16	1	5
CCNS(=O)(=O)c1c(C)cc(N2CCCC2=O)cc1C	1	-14	1	6
CCCCN(C)CCCNC(=O)c1cccc(N2CCCC2=O)c1	3	-28	1	17
COC(=O)c1ccc2nc(C(F)(F)F)[nH]c2c1	-1	11	1.1	20
Cc1cc(NC(=O)C2CCCCC2)nc2c1c(=O)oc1ccccc12	-3	2	1	9
Cc1cccn2c(=O)c3cc(C#N)c(=O)n(CCCN4CCOCC4)c3nc12	-5	7	1.6	4
C=CCNc1nc(-c2ccccc2)nc(-n2ccnc2)n1	-5	-7	1.1	1
O=C(Nc1cccc2ccccc12)N1CCN(c2ccccc2)CC1	0	-14	1	3
COCCNC(=O)C(c1ccncc1)N(C(=O)Cn1nnc2ccccc21)c1ccc(OC)cc1 (configuration not stated)	-2	-16	1	7

Grouped by structure: the compounds so far with two or more sulfur atoms
SMILES	VLA-4 agonist	VLA-4 antagonist	Autofluor Jurkat	Prostate diff
CCn1c(SCC(=O)Nc2cc(C)on2)nc2c(c1=O)SC(C)C2 (configuration not stated)	?	?	1.1	7
O=C(CSc1oc(-c2ccc(F)cc2)nc1S(=O)(=O)c1ccc(F)cc1)NCC1CCCO1 (configuration not stated)	-2	-21	1	11
CCOC(=O)CSc1nc2c(sc(=S)n2CCc2ccccc2)c(=O)n1Cc1ccco1	4	-15	1.1	4
CCOC(=O)c1sc(NC(=O)CSc2nnc3c4ccccc4n(CC)c3n2)nc1C	0	-7	1.1	2
Cc1cccc(-n2nnnc2SCc2csc(-c3ccccc3)n2)c1	-8	14	1.1	18
Cn1nnnc1SCSc1nnnn1C	0	3	1.1	6
Cc1cccc(-n2ccnc2SCC(=O)Nc2nccs2)c1C	0	-5	1	5
COC(=O)Cn1c(=NC(=O)CSCC(=O)Nc2cc(C)on2)sc2ccccc21	0	-10	1	4

(list continues)
SMILES	VLA-4 agonist	VLA-4 antagonist	Autofluor Jurkat	Prostate diff
Cc1sc2ncnc(OCC(=O)N3CCN(S(=O)(=O)c4ccccc4)CC3)c2c1C	6	-12	0.99	3
O=C(Cn1cc2c(n1)CCCC2)N1CCOCC1	4	1	1	4
O=C(O)C1CC(=O)N(c2ccc(OCc3c(F)cccc3Cl)cc2)C1 (configuration not stated)	-2	-3	1.1	10
CCOC(=O)c1sc(=S)n(-c2ccccc2OC)c1N	-2	9	0.9	7
CCOC(=O)c1sc2nc(CC(=O)OC)nc(NCC(=O)OC)c2c1C	1	-4	1	5
O=C1c2ccccc2C(Nc2ccc3c(c2)OCCO3)N1c1ccccn1 (configuration not stated)	-8	9	1.2	13
CCOc1ccc(CCNC(=O)CN2CCN(Cc3ccccc3C)C2=O)cc1OCC	-1	4	1.1	7
Cc1ccc(OCCNC(=O)c2ccccc2N)cc1	-3	15	1.1	11
CCN1CCN(C(c2cccs2)C(C)NC(=O)CC(C)C)CC1 (configuration not stated)	7	-9	1	3
COC(=O)CCCCCc1ccc(C(C)=O)s1	-2	-10	1.1	21
Cn1c(C(=O)NCCN2CCOCC2)cc2sccc21	-11	-11	1.1	8
C=CCc1ccccc1OCC(O)CN1CCN(c2ccc(C)cc2)CC1 (configuration not stated)	-2	17	1	12
CS(=O)(=O)N1CCCC(C(=O)NCCN2CCC(Cc3ccccc3)CC2)C1 (configuration not stated)	4	-32	1.1	14
COc1ccccc1CNC(=O)CN(c1ccc(C)cc1)S(=O)(=O)c1c(C)n[nH]c1C	?	?	1	12
Cc1ccc(NC(=O)CC2C(=O)NC3CCCCC3N2C(=O)c2ccc(F)cc2)cc1C (configuration not stated)	0	-17	1	4
COc1ccc2c(c1OC)C(=O)N(c1ccc3c(c1)CCC3)C2=O	0	-12	0.97	6
COc1ccc(C2OC(=O)CC2C(=O)NC(C)C)cc1 (configuration not stated)	-1	6	1.1	10
Cc1ccc(S(=O)(=O)n2nc(OC(=O)c3c(-c4ccccc4Cl)noc3C)cc2N)cc1	-5	16	0.96	3
COc1ccc(NC(=O)CS(=O)CC(=O)Nc2cc(Cl)ccc2OC)cc1 (configuration not stated)	0	-13	1	5
c1ccc(CSCc2cn3ccsc3n2)cc1	-5	-6	1.1	11

More results:
SMILES	VLA-4 agonist	VLA-4 antagonist	Autofluor Jurkat	Prostate diff
O=C(NCc1ccc2c(c1)OCO2)c1cccc2c1C(=O)N(C1CCCCC1)C2	-4	6	1.1	12
Cc1ccc(N2CCN(c3ccc(C)cc3)C2c2ccccn2)cc1	1	0	0.99	16
COc1ccc(C(CC(=O)O)NC(C)=O)cc1OC (configuration not stated)	2	21	1	7
CCOC(=O)c1[nH]c(C)c(C(=O)NC(C)(C)C)c1C	-1	2	1	7

Some of the compounds tested. The share of hits here may be higher or lower than overall.
